Screens: PubChem, National Center for Advancing Translational Sciences (NCATS)
KDM4E inh – blocks human JMJD2E demethylase activity | B2RXH2 | JMJD2E catalytic domain, FDH-coupled NADH fluorescence (FDH is formaldehyde dehydrogenase) | Potency, µM (series often up to 57.1 µM), for inactives: at the top dose activity change, negative = inhibition, most hits filed as inhibitors | 230,000 compounds, 1.6% hits | AID 2147; active means well fitted inhibition curve with a large enough effect, not every such curve was filed as active; inconclusive means small, poorly fitted or top-dose-only effect, or another doubt; inactive means no such curve, though single readings can be large or run the other way;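 further: 0% = wells with enzyme and -100% = buffer wells without enzyme; nearly all actives have a fitted effect of over 50% in size; many of its hits are not listed in these tables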
Target sequence (B2RXH2 1-337 limits assumed): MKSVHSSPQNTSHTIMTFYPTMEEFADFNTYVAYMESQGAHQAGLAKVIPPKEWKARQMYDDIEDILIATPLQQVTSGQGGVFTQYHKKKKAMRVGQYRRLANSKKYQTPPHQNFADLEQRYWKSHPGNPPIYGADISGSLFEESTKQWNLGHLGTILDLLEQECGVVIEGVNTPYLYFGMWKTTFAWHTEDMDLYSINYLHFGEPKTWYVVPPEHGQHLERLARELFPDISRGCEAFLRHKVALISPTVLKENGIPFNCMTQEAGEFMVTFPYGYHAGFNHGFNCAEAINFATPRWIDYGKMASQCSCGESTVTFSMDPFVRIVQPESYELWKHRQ
SMN2 splice up – increases expression of the SMN2 splice variant. Potency, µM (doses to about 46.1 µM), for inactives: at the top dose activity change, positive = activation, usual class: activators. 210,000 compounds, 2.8% hits. AID 1458. HEK293 SMN2-luciferase splicing reporter, luminescence, 30-36 h; further: % of control where 0% means no effect; nearly all actives have a fitted effect of over 55% in size
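HEK293 cells carry an SMN2 […]–luciferase reporter in which exon 7 inclusion puts luciferase in frame. Cells were plated 10-12 h before compound addition, then incubated 30-36 h at 37C. ONE-Glo luminescence was read; sodium butyrate at 4.5 mM final served as control.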
Lamin A splicing – changes lamin A minigene splicing in HeLa cells | HeLa LMNA splicing GFP/RFP minigene ratio, 48 h | AID 1487 | 200,000 compounds, 0.01% hits | Potency, µM (doses to about 46.1 µM), inactives show at the highest dose ratio change, negative = inhibition, hits mostly inhibitors; active means well fitted inhibition curve with a large enough effect in the signal ratio, with a control signal flat, not every such curve was filed as active; inconclusive means small, poorly fitted or top-dose-only effect, or effect the other way, or a change in a side signal; the % refers to the signal ratio; further: on the % scale 0 is the no-effect control and ±100 the full control effect
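S3 HeLa cells stably expressing lamin A-EGFP splicing minigene plus DsRed2, 600 cells/well, 48 h compound exposure at 37C. Laser-scanning cytometry; analysed as GFP (500-530 nm)/RFP (575-640 nm) total intensity ratio; 0.5% DMSO vehicle.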
ALDH1A1 block – blocks purified human ALDH1A1 activity; P00352; 220,000 compounds, 7.3% hits; AID 1030; Purified ALDH1A1, NADH fluorescence, propionaldehyde substrate; Potency, µM (series often up to 75.3 µM), for the others: top-dose activity, negative = inhibition, usual class: inhibitors; active means well fitted inhibition curve with a large enough effect, not every such curve was filed as active; inconclusive means small, poorly fitted or top-dose-only effect, or another doubt; inactive means no such curve, though single readings can be large or run the other way;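 further: plate controls were no enzyme wells and a reference inhibitor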
Target sequence (P00352 whole entry, looked up): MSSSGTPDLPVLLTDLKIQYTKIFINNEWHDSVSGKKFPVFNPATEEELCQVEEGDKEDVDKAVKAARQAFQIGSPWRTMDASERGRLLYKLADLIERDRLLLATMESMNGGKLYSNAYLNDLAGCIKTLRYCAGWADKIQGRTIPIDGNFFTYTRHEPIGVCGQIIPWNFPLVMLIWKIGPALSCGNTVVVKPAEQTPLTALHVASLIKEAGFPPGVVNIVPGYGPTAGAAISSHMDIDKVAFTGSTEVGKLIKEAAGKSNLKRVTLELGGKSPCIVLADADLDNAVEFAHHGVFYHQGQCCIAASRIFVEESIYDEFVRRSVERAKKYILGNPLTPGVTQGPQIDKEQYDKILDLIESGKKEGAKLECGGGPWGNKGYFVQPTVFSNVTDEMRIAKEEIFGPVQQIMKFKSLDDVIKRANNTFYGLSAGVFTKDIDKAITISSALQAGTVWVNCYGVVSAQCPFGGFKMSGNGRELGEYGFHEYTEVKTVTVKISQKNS
L3MBTL1 block – blocks human L3MBTL1 | AlphaScreen L3MBTL1–H3K9me1 peptide binding | 230,000 compounds, 0.66% hits | Q9Y468 | Potency, µM (series often up to 57.1 µM), inactives show at the top dose activity, negative = inhibition, usual class: inhibitors; further: on the % scale 0 is the no-effect control and ±100 the full control effect; nearly all actives have a fitted effect of over 60% in size
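AlphaScreen proximity signal between nickel-chelate acceptor and streptavidin donor beads (final 10 ug/mL) reports binding of 50 nM L3MBTL1 to 75 nM biotin-H3 K9me1 peptide; complex incubated with compounds 30 min at room temperature; cefsulodin titration as control.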
RECQ1 inh – RECQ1 (human) helicase inhibition | RECQ1 DNA unwinding, red fluorescence kinetic read | Potency, µM (doses to about 57.3 µM), without a hit: at the top dose activity, negative = inhibition, most hits filed as inhibitors | 240,000 compounds, 0.54% hits;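 further: plate controls were vehicle for no effect and no enzyme for full effect; nearly all actives have a fitted effect of over 30% in size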
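50 nM RECQ1T1 preincubated 15 min with compound in Tris pH 8.0 buffer with MgCl2, DTT, Tween-20 and 2.5 ug/ml poly(dI-dC); started with 200 nM TAMRA/BHQ-2 forked duplex and 2 mM ATP. Unwinding read as fluorescence (525/598 nm), two reads 2 h apart.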
Luc counter – counter-screen: inhibitors of Kinase-Glo firefly luciferase | Kinase-Glo luciferase, ATP luminescence, 8 min | Potency, µM (titrated, usually from 38.3 µM), for the others: at the top dose activity change, negative = inhibition, usual class: inhibitors | 200,000 compounds, 0.28% hits; further: on the % scale 0 is the no-effect control and ±100 the full control effect; nearly all actives have a fitted effect of over 60% in size
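Light output from Kinase-Glo luciferase with luciferin and 10 uM ATP in 50 mM imidazole pH 7.2, KCl, MgCl2, Tween 20, BSA; compound pin-delivered, 8-min ambient incubation, then luminescence read.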
Tau fibril ThT – tau fibrillization inhibition (ThT binding) | recombinant tau K18 P301L, heparin-induced fibrillization, ThT fluorescence | P10636 | Potency, µM (titrated, usually from 57.4 µM), for the others: at the highest dose activity, negative = inhibition, usual class: inhibitors | AID 1460 | 270,000 compounds, 2.1% hits; further: on the % scale 0 is the no-effect control and ±100 the full control effect; nearly all actives have a fitted effect of over 55% in size
Target sequence (P10636 561-689 P618L limits assumed): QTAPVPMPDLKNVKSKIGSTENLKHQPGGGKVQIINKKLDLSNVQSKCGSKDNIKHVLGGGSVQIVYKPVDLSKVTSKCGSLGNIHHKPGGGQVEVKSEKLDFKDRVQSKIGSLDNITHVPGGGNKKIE
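ThT emission at 510 nm, taken 1 hr after adding 30 uM dye, quantifies aggregates formed when 20 uM heparin acts on human tau K18 P301L for 6 hr at 37 C.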
* hit, by the source's call; i = inactive; ? = inconclusive; . = not tested or not shown; & = joins results of further samples; [ ] = another dose, or the depositor's remark. Unless noted, the call rests on the fitted dose curve; in most records, active means well fitted curve in the direction sought with a large enough effect; inconclusive means small, poorly fitted or top-dose-only effect, or another doubt; inactive means no such curve, though single readings can be large; an effect the other way counts as inactive or inconclusive. Potency means the concentration at half of the fitted maximal effect.

canonical_smiles	KDM4E inh	SMN2 splice up	Lamin A splicing	ALDH1A1 block	L3MBTL1 block	RECQ1 inh	Luc counter	Tau fibril ThT
C/C(=N\OC(=O)NC(C)C)c1sc(-c2ccc(Cl)cc2)nc1C	0%	?	-2%	?	2%	-6%	-20%	?
c1ccc(CNc2ncnc3nc[nH]c23)cc1	8%	-3%	?	6%	.	-7%	0%	-10%
O=C(Cc1cc(=O)[nH][nH]1)N/N=C/c1ccccc1Cl	4%	8%	-9%	12%	-10%	-8%	-1%	?
C/C=C1/CC(C)C(C)(O)C(=O)OCC2CCN3CCC(OC1=O)C23 (centres undefined)	2%	.	?	13%	8%	-2%	0%	-2%
CCCCSP(=O)(SCCCC)SCCCC	2%	-5%	2%	11%	.	-3%	-1%	-1%
Cc1nn(Cc2ccccc2)c(C)c1C(=O)NCc1ccccc1	-5%	-1%	?	12%	0%	-2%	-1%	-4%
COc1cc(/C=N/NC(=O)CN2CC(c3ccccc3)CC2=O)ccc1OC(=O)N(C)C (centres undefined)	-6%	1%	-1%	1%	2%	-3%	-5%	-9%
O=C1CN=C(c2ccc(Br)cc2)c2oc3ccccc3c2N1	4%	?	0%	2%	-9%	-17%	2%	-4%
COc1c2c(c(CC=C(C)C)c3oc(=O)c(-c4ccc(O)cc4)c(O)c13)OC(C)(C)C=C2	?	-6%	?	2%	.	-6%	0%	?
Nc1cccc(N=Cc2c(O)n(Cc3ccc(F)cc3)c(=O)[nH]c2=O)c1	-9%	7%	-1%	8%	19%[11.4 µM]	1%	2%	-16%
FC(F)(F)c1cccc(-n2nnnc2C2(N3CCOCC3)CCCCC2)c1	8%	-31%	5%	1%	-8%	i	0%	-8%
Cc1c(C(c2ccccc2Cl)c2c(O)c3ccccc3oc2=O)c(=O)n(-c2ccccc2)n1C (centres undefined)	10%	4%	-16%	7%	-4%	-7%	9%	3%
Nc1c(C(=O)NCCCc2ccccc2)c2nc3ccccc3nc2n1Cc1cccs1	?	22%	13%	?	.	i	-3%	-14%
CCOc1ccc(C2SCC(=O)Nc3c2c(=O)[nH]n3C2CCCCCC2)cc1 (centres undefined)	3%	-9%	?	-8%	-2%	-4%	-3%	-8%
c1ccc2cc(CC3=NCCN3)ccc2c1	2%&0%	6%&5%	-4%&-14%	7%&11%	-1%	3%&30%	5%&-3%	-4%&1%
C[n+]1c(-c2ccccc2)cc(-c2ccc(Cl)cc2)cc1-c1ccccc1	?	-44%[inhibitor]	-29%[46 µM]	?	2%	-4%	-1%	-1%
O=C(Nc1ccc2ccccc2c1)c1nn(C23CC4CC(CC(C4)C2)C3)cc1Br	-4%	3%	3%	?	-8%	-8%	-2%	1%
CCCCC(CC)COC(=O)c1ccccc1C(=O)OCC(CC)CCCC (centres undefined)	.	-10%	.	22µM*	6%	-18%	.	.
COc1ccc([N+](=O)[O-])cc1N=Cc1c(O)n(CCc2ccccc2)c(=O)n(C(C)C)c1=O	-11%	-3%	10%	-4%	-6%	i	0%	?
COc1ccc(N2C(=O)NC(=O)C(CCc3ccncc3)(CCc3ccncc3)C2=O)cc1	2%	15%	1%	-1%	1%	-3%	1%	1%
C/C(=N\N=C(N)N)c1ccccc1	6%	.	.	.	0%	i	.	2%
COc1cc(NC(=S)N2CCOCC2)c(OC)cc1Cl	-2%	.	4%[46 µM]	?	-5%	-7%	.	-5%
CC(=NCC1CCCO1)c1c(O)n(-c2ccccc2)c(=O)[nH]c1=O (centres undefined)	3%	.	0%	?	-7%	-4%	.	-12%
Cc1cccc(-n2c(O)c(C)c(=O)[nH]c2=S)c1	?	.	?	-12%	-27%	-22%	-1%	-2%
CCCCCCC(=O)N/N=C/c1c(O)n(CCCC)c(=S)[nH]c1=O	18µM*	.	.	9%	2%	-3%	.	?
COc1cccc(NC(=O)CN2CC(c3ccccc3)CC2=O)c1 (centres undefined)	5%	-1%	-3%	11%	.	-6%	0%	-6%
O=C1CC(=O)N(c2cccc(Cl)c2)C(=O)N1	-7%	13%	2%	4%	.	-21%	2%	?
Cc1c(C(=O)N2CCOCC2)sc2nc(-c3ccccc3)cn12	6%	?	8%	?	.	i	-4%	-11%
COc1ccc(-n2c(-c3ccc(C)cc3)nc3ccccc3c2=O)cc1	-5%	.	.	7.9µM*	-18%	5%	.	-9%
N#Cc1ccccc1Cn1cc(C(=O)C2CC2)c2ccccc21	-1%	?	?	1%	20%	-2%	0%	-7%
COc1cc(C(c2c(C)[nH]n(-c3ccccc3)c2=O)c2c(C)[nH]n(-c3ccccc3)c2=O)cc(OC)c1OC	9%	-24%	11%[0.0737 µM]	10%	1%	-12%	2%	?
NC(=S)/N=C/c1c(O)[nH]c(=O)[nH]c1=O	?	6%	-9%[46 µM]	-5%	2%	-6%	1%	?
c1ccc(-c2nc(N3CCOCC3)s[n+]2-c2ccccc2)cc1	-10%	12%	3%	1.8µM*	3%	-1%	-2%	?
Cc1cccc(N2C(=O)NC(=O)/C(=C/c3ccc(-c4ccc(C(=O)O)c(Cl)c4)o3)C2=O)c1	?	13%	.	4%	.	2%	2%	?
CCN1CC=C(c2c[nH]c3ccccc23)CC1	?	1%	?	-4%	-12%	-3%	-2%	-9%
NS(=O)(=O)c1ccc(N=Cc2c(O)n(C3CCCCC3)c(=O)n(C3CCCCC3)c2=O)cc1	?	-20%	?	-10%	-17%	-19%	-8%	-5%
CCC1CCCCN1CC(=O)c1ccc(OC(F)F)cc1 (centres undefined)	-8%	.	-15%	0%	0%	3%	.	6%
Cc1[nH]ccc2c1[nH]c1cc(=O)ccc12	?	-57%[inhibitor]	?	?	2%	-7%	1%	2%&-2%&-3%
CCCN[C@@H]1CCc2c(OC)cccc2[C@@H]1C	-1%	1%	.	-1%&4%	.	5%&-14%	2%	3%&-3%
O=C1C2CCN(CC2)[C@@H]1Cc1ccc2ccccc2c1O	-23%	22%	6%	2%	-3%	-12%	-2%	4%

Single records, as listed above. Screens in order: KDM4E inh, SMN2 splice up, Lamin A splicing, ALDH1A1 block, L3MBTL1 block, RECQ1 inh, Luc counter, Tau fibril ThT
Cc1cccc(N2C(=O)NC(=O)/C(=C/c3ccc(-c4ccc(C(=O)O)c(Cl)c4)o3)C2=O)c1 across the screens: ?, 13%, ., 4%, ., 2%, 2%, ?
Cc1c(C(c2ccccc2Cl)c2c(O)c3ccccc3oc2=O)c(=O)n(-c2ccccc2)n1C (centres undefined) across the screens: 10%, 4%, -16%, 7%, -4%, -7%, 9%, 3%

The list goes on:
canonical_smiles	KDM4E inh	SMN2 splice up	Lamin A splicing	ALDH1A1 block	L3MBTL1 block	RECQ1 inh	Luc counter	Tau fibril ThT
COc1cccc(N=Nc2c(O)[nH]c(=S)[nH]c2=O)c1	-6%	.	.	25µM*	-11%	-4%	.	7.1µM*
COc1ccc(C2CC(c3cccs3)=NN2c2nc(C)c(C(C)=O)s2)cc1OC (centres undefined)	?	3%	-18%[9.22 µM]	?	.	5%	4%	-9%
COc1cccc(C2(C#N)CCN(C)CC2)c1	9%	-21%	?	7%	.	-1%	-4%	-5%
Cc1cc(C)cc(NC2=NCCCS2)c1	-1%	-37%[inhibitor]	8%[46 µM]	-4%	.	-4%	0%	0%
CC(=O)N1CCN(c2ccc(N=Cc3c(O)n(-c4ccc(Cl)cc4)c(=O)[nH]c3=O)cc2)CC1	-4%	26%	-12%	-10%	.	i	-1%	?
Cn1c(=O)c2nncnc2n(C)c1=O	0%	-12%	-3%	?	20%	-2%	0%	?
Cc1nc2c(C(=O)N3CCC4(CC3)OCCO4)cnn2c(C)c1Cc1cccc(Cl)c1	?	.	?	?	.	-2%	12%	-9%
CCN1C(=O)NC(=O)/C(=C/c2cc(C)n(-c3sc(C)c(C)c3C#N)c2C)C1=O	-3%	-14%	-11%	0.2µM*	-5%	-3%	-1%	?
C[N+]1(C)CCO[C@](O)(c2ccc(-c3ccc([C@]4(O)C[N+](C)(C)CCO4)cc3)cc2)C1	5%[25.5 µM]	-12%[20.6 µM]	6%	-6%[20.9 µM]	.	-5%[25.9 µM]	-7%[17.1 µM]	.
C=C(COC(=O)CCC(=O)O)CC1CC(O)[C@]2(C)OC3CC4OC5C[C@]6(C)O[C@]7(C)CCC8OC9C[C@]%10(C)OC%11C(C)=CC(=O)OC%11CC%10OC9C[C@@H](C)C8OC7CC6O[C@]5(C)C/C=C\C4OC3CC2O1 (some centres undefined)	-3%	.	.	.	1%	i	.	-14%
CN(C)c1cc(N)c2c(n1)CCC2 (tested in a mixture with another compound)	?	-10%	-8%	?	-10%	-1%	-1%	-3%
O=c1[nH]c(=S)[nH]c(O)c1N=Nc1ccc(SC(F)F)cc1	-2%	.	.	20µM*	-13%	1%	.	3.5µM*
CC(C)OP(=O)(OC(C)C)C(NCc1ccccc1)c1ccccc1 (centres undefined)	0%	-1%	.	9%	11%	i	-5%	-8%
O=C1CC2OCC=C3CN4CCC56c7cc([N+](=O)[O-])ccc7N1C5C2C3CC46 (centres undefined)	-4%	-1%	-13%[46 µM]	-2%	5%	-1%	2%	-5%
Cc1ccc2c(c1)c(=O)c1c3n2CCN(CC2CO2)C3CC1 (centres undefined)	?	.	-3%[46 µM]	-1%	7%	-5%	-6%	-13%
CCN(CC)c1ccc(N=Cc2c(O)n(-c3cc(OC)ccc3OC)c(=O)[nH]c2=O)cc1	-20%	-21%	?	-1%	3%	-16%	-2%	?
O=C(NC1CCCCCC1)c1ccc[nH]c1=S	-10%	-18%	.	?	.	-2%	11%	-1%
C=C(C)Cn1c(=O)n(CC2CS2)c2ccccc21 (centres undefined)	-1%	-26%	-10%	6%	-2%	-2%	-2%	-9%
CC(=Nc1ccc2c(c1)CCC2)c1c(O)n(C2CCCCC2)c(=O)[nH]c1=O	4%	-14%	-6%	4%	-8%	-6%	-6%	-6%

Some of the compounds tested; count on the stated rates, not on these rows.
